CAL PDZ FP-1 = CAL PDZ (human) peptide binding inhibition | Q9HD26 | purified CAL PDZ, TMR-peptide fluorescence polarization, 1 h | AID 602252 | inhibition, % at 24.9 µM | 300,000 tested, 0.92% active;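 active = mean inhibition of at least 30% with at least half of replicates also reaching 30%; inconclusive = no clear call, values can overlap the other calls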;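 also: 0% = DMSO neutral control and 100% = excess unlabeled competitor peptide PRC23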
MITF act = increases MITF-driven TRPM1 promoter luciferase signal; SK-MEL-5 TRPM1-promoter luciferase, 24 h; % of positive control, neutral wells = 0; activation, % at 12.5 µM; 300,000 tested, 0.75% active;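 active = mean activation of at least 80% with every replicate also reaching 80%; inconclusive = mean reaches 80% but some replicate falls short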;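 also: 0% = neutral control wells and 100% = parthenolide positive control wells; values of inactives mirror those of a sister screen read the other way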
CAL PDZ FP-2 = human CAL PDZ-peptide interaction inhibition; AID 504414; purified CAL PDZ, TMR-peptide fluorescence polarization, 1 h; 330,000 tested, 0.02% active; Q9HD26; inhibition, % at 20 µM;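 active = highest replicate inhibition of at least 40%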;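 also: plate controls were DMSO neutral control wells for no effect and unlabeled competitor peptide control wells for full effect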
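Test system: tagged CAL PDZ domain / Buffer or medium: sodium phosphate/NaCl buffer pH 7.4 with TCEP, IgG, Thesit / Reagent: TMR-labelled reporter peptide T*-PRC34 bound in PDZ groove / Compound dosing: single point, 20 µM / Schedule: 1 h incubation at room temperature before polarization reading / Technique: fluorescence polarization (mP) / Benchmarks: unlabelled peptide, DMSO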
Wnt bcat act = Wnt/beta-catenin pathway activation; Wnt/beta-catenin reporter cell assay, activator, plate reader; activation, % at 9.35 µM; 300,000 tested, 1.2% active; AID 743398; in the data active = activation above about 30%, passing the limit was not always enough; inconclusive = no clear call, values can overlap the other calls;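 also: 0% = neutral control wells and 100% = positive control wells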
Rtt109 Vps75 = C. albicans Rtt109 histone acetyltransferase inhibition; Q5AAJ8; purified Rtt109/Vps75, ThioGlo CoA-SH fluorescence, 4 h; inhibition, % at 34.9 µM; 330,000 tested, 0.16% active;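 active = inhibition of at least 50% in every replicate; inconclusive = best replicate reaches 50% inhibition but some replicates fall short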
Target sequence (Q5AAJ8 whole entry, looked up): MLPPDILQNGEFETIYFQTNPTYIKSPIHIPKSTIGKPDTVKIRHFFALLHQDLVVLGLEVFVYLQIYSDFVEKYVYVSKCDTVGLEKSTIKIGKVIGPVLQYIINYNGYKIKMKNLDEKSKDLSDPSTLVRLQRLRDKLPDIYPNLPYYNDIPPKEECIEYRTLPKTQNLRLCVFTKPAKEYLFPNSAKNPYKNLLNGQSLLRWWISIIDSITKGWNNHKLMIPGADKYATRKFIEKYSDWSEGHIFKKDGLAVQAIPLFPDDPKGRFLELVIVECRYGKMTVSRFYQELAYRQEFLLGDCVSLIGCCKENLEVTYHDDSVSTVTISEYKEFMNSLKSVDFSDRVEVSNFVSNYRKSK
CDK5 inh = CDK5/p35 (human) kinase inhibition; Recombinant CDK5/p35, ADP-Glo luminescence, 60 min; inhibition, % at 10 µM; Q00535+Q15078; 330,000 tested, 0.01% active;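 active = highest replicate inhibition of at least 50% and at least 75% of replicates reaching 50%; inconclusive = only one of the two criteria met; inactive = both criteria failed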;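 also: plate controls were DMSO neutral control for no effect and GW8510 at 10 µM for full effect; many of its hits are not listed in these tables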
Target sequence (Q00535 whole entry, looked up): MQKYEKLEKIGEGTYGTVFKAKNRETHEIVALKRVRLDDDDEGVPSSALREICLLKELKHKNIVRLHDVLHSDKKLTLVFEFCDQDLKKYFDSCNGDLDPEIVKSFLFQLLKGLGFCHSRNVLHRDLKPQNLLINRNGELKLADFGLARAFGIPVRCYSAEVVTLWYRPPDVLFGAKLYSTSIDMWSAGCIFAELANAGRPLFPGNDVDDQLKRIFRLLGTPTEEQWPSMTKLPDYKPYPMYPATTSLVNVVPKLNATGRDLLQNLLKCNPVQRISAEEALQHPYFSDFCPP
Target sequence (Q15078 whole entry, looked up): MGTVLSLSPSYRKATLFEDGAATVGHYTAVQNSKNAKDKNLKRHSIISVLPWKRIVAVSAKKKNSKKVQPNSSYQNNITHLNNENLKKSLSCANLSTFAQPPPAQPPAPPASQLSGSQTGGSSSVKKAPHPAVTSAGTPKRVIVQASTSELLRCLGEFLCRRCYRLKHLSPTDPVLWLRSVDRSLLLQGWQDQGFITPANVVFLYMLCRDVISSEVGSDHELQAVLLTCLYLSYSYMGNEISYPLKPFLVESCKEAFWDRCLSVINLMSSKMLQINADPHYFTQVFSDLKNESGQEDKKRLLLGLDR
cardiac RTF act = cardiac RTF calcium sensitization. IANBD-labeled TnC RTF fluorescence at EC20 calcium; 0% EC20 calcium, 100% full calcium. activation, % at 7.2 µM. 340,000 tested, 0.24% active. AID 493008;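 active = activation above the mean over all tested compounds plus 3 SD, cut at about 30% in these data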;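 also: rise in fluorescence read as greater calcium sensitivity of cardiac thin filaments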
Tat export inh = inhibitors of E. coli Tat protein transport; 340,000 tested, 0.036% active; inhibition, % at 10 µM; E. coli MC4100 TorA-mCherry Tat export, fluorescence;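 active = mean replicate inhibition at least 50% and at least half of replicates individually reaching 50%; inconclusive = only one of the two criteria met; inactive = neither criterion met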;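 also: exported cargo escapes ClpAP degradation while cytoplasmic cargo is degraded and loses fluorescence; 0% = median of neutral control wells and 100% = median of NaSCN control wells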
dFosB act = enhances mouse delta FosB homodimer DNA binding | purified delta FosB, TAMRA-CDK5 oligo fluorescence polarization; percent of positive-control signal above neutral wells | P13346 | activation, % at 25 µM | 340,000 tested, 0.99% active | AID 493131;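 active = mean activation above about 17%, with every replicate also reaching it, limit read from the data, passing the limit was not always enough; inconclusive = only one of the two conditions met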;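 also: fluorescence polarization rise as delta FosB binds a TAMRA Cdk5 AP-1 oligo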
V-ATPase pHluor = alters yeast V-ATPase proton transport. S. cerevisiae, pHLuorin cytosolic pH fluorescence. response, % at 10 µM. 350,000 tested, 0.37% active. AID 504577; in the data active = response mostly above about 7.3%, no sharp cut-off; inactive = mostly below about 5.4%; also: actives read high; inactives centre near 0; some compounds called inactive have numbers as strong as hits
* = called active by the depositor; ? = inconclusive; nt = not tested or not shown.

SMILES	CAL PDZ FP-1	MITF act	CAL PDZ FP-2	Wnt bcat act	Rtt109 Vps75	CDK5 inh	cardiac RTF act	Tat export inh	dFosB act	V-ATPase pHluor
CCOc1ccccc1NC(=O)c1ccc(S(=O)(=O)N2CCCCC2)cc1	-3	-8	-3.0	-1	15	0.8	-2	7	-6	1
N#CCSc1nnc(SCC#N)s1	-5	3	-2.4	-1	-3	0.6	-1	3	2	2
O=C(COC(=O)c1ccc2c(c1)C(=O)N(CCc1ccccc1)C2=O)Nc1ccc(OC(F)F)cc1	-7	-1	0.2	nt	0	-2.2	5	-13	?	-1
Cc1ccc(CNC(=O)Cn2cccc2C(=O)c2ccccc2C)cc1	nt	-1	0.6	11	-4	-3.4	4	-2	-3	-1
Cc1cc(NCc2ccco2)nc2cc(O)ccc12	-3	nt	-1.0	0	-34	-1.8	1	-14	2	0
Cc1ccc(Cn2ccc(NC(=O)c3c(-c4ccccc4Cl)noc3C)n2)cc1	-7	-17	-0.3	nt	-1	-0.5	3	-1	-7	-1
N#Cc1cc(C#N)c(SCC(=O)N2CC(=O)Nc3ccccc32)nc1N	-1	8	2.3	12	-8	1.3	-4	2	-10	-2
Cc1ccc(-n2nnnc2CNC(=O)c2ccc3c(c2)OCO3)cc1C	0	4	-1.9	0	1	-1.1	-3	-6	-9	5
Cc1ccc2nc(=O)c(NNc3ccccc3)cnc2c1	3	72	0.0	?	5	-0.1	-4	-3	-7	-1
CCC(CC)C(=O)Nc1cc(C)c2c(=O)oc3ccccc3c2n1	nt	2	-3.3	-4	-42	-2.1	0	-7	-28	0
O=C1CCC(=O)N1CCSC(=S)N1CCOCC1	-4	nt	-0.5	35*	11	0.1	-5	4	-1	-3
Cc1cc(C(=O)N2CCc3ccccc3C2)n[nH]1	0	5	-2.4	0	0	nt	-2	1	3	-1
COCCN1Cc2cccc(C(=O)Nc3ccc(-c4nc5ccccc5[nH]4)cc3)c2C1=O	-1	-3	-3.0	20	55*	4.0	-8	-2	1	-9
COc1ccc(Cl)cc1N1C(=O)C2CCCN2C1c1ccc(F)c(F)c1 (configuration not stated)	nt	-3	0.6	-2	2	1.5	2	-4	-12	-5
COc1ccc(CCN(C)C(=O)CN2C(=O)c3ccccc3S2(=O)=O)cc1OC	4	7	-1.8	-3	0	-0.1	5	3	5	-2
COc1ccccc1CCNC(=O)C(=O)NCC1OCCN1S(=O)(=O)c1ccc(Br)cc1 (configuration not stated)	-1	-5	-1.9	3	-7	-1.7	-2	4	2	-1
COc1ccc(C(=O)NCc2ccc(-c3nc4ccccc4s3)cc2)cc1	-4	74	-0.3	nt	-9	-2.2	1	-15	6	1
COc1ccc(S(=O)(=O)N2CCCCC2)cc1NC(=O)c1cc([N+](=O)[O-])ccc1N1CCOCC1	-3	1	-2.4	0	5	2.0	-1	2	5	-1
CC(=O)N1CC(C)Sc2ccc(S(=O)(=O)NCCc3cccc(C)c3)cc21 (configuration not stated)	nt	-6	0.3	-3	20	1.0	-3	-3	-6	-2
CN(CC(=O)Nc1cccc(F)c1)C(=O)c1cc(-c2ccccc2)nc2ccccc12	-3	7	-1.8	-2	-1	-3.2	-2	-2	-6	-5
CCOC(=O)C1=C(C)Nc2[nH]c(=O)[nH]c(=O)c2C1c1cccs1 (configuration not stated)	nt	-2	-0.1	-1	-11	1.3	-2	-5	-13	-3
C/C(=N\Nc1nccnc1Cl)c1ccc([N+](=O)[O-])cc1	-3	17	-0.3	nt	-9	0.2	3	-2	2	1
CCCn1nc(C(=O)Nc2nc(-c3ccccn3)cs2)c2ccccc2c1=O	-2	-44	-2.3	-8	0	-0.4	-5	-4	-4	4
COCCN1C(=O)N(C)[C@@H](c2ccccc2)C(C(C)=O)=C1C	3	9	-1.3	1	-1	-0.7	-2	6	4	1
OC(c1ccccc1)(c1ccccc1)c1nccc2ccccc12	-7	8	31	-1	12	0.1	1	2	-3	-3
Next section
SMILES	CAL PDZ FP-1	MITF act	CAL PDZ FP-2	Wnt bcat act	Rtt109 Vps75	CDK5 inh	cardiac RTF act	Tat export inh	dFosB act	V-ATPase pHluor
Oc1ccc(Oc2ncc(Cl)cc2Cl)cc1	-2	nt	-0.2	0	-3	-0.5	-4	-7	-10	1
CC(C)(C)OC(=O)C[C@@H]1C/C=C\C[C@@H](CC(=O)N(CCO)Cc2ccccc2)C(=O)N2CCC[C@@H]2COC1=O	0	5	-0.1	1	-6	-0.4	1	-3	-9	5
CCOc1ccc(Nc2nc(N)nc(CN(C)C3CCCCC3)n2)cc1	nt	6	-1.2	nt	10	-1.8	0	-2	-11	1
COc1ccc(/C=C/C(=O)Nc2ccc3c(c2)CCC3)cc1OC	-7	29	-1.8	nt	-1	0.2	5	1	1	-1
Brc1ccccc1-c1nnc(CSc2nnnn2-c2ccccc2)o1	-1	-3	-0.8	-4	-2	13	-2	-13	0	2
COC(=O)c1sccc1NC(=S)Nc1ccc(F)cc1	nt	-5	-0.7	nt	-7	-1.0	2	-10	-2	-5
Cc1ccnc(NC(=O)CCCc2c[nH]c3ccccc23)c1	-2	1	-2.6	2	-3	1.5	-5	4	-2	8
CCS(=O)(=O)N1CCN(S(=O)(=O)c2ccc(F)cc2)CC1	1	nt	-3.1	-2	-7	-1.4	-3	5	8	-1
CCC(C)Sc1nc2c(c(=O)[nH]c(=O)n2C)n1CC(O)COc1cccc2ccccc12 (configuration not stated)	-1	1	0.2	nt	7	0.0	6	3	-7	2
CCNS(=O)(=O)c1ccc(NC(=O)c2cncc(Br)c2)cc1	0	-13	-3.5	-1	-26	-0.8	0	-1	-1	-1
CCC(=O)N(Cc1ccc(S(N)(=O)=O)cc1)C1CC(=O)N(c2ccccc2)C1=O (configuration not stated)	nt	7	-0.3	-1	-7	-0.6	3	1	-7	1
O=[N+]([O-])c1cccnc1N1CCC(c2cc(-c3cccc(C(F)(F)F)c3)n[nH]2)CC1	-1	-15	-1.4	nt	11	0.4	1	22	-13	-1
O=C(CN1c2ccccc2Sc2ccccc21)N/N=C/c1ccc(Cl)cc1Cl	-3	8	-0.8	-1	-13	-2.1	-1	-7	-7	-3
Cc1c(Cl)cccc1NC(=O)CSCc1cc(=O)[nH][nH]1	-6	17	nt	nt	10	-0.7	-2	8	-15	-4
CC(C)OCCCNc1ncc2c(n1)CC(c1ccccc1)CC2=O (configuration not stated)	-2	5	-2.8	0	nt	-2.8	-2	0	-10	0
Cc1ccc(C(=O)N2CCN(Cc3ccccc3)CC2)o1	2	-9	-1.9	-1	2	-0.8	0	-1	0	-1
CCN(C(=S)NCc1ccccc1)c1cccc2ccccc12	26	-3	0.3	-8	3	-0.8	0	-2	-1	-3
CC(C)OC(=O)c1sc2nc(-c3ccccc3)ccc2c1N	nt	-5	-1.3	7	1	-2.4	-3	5	-1	0
CS(=O)(=O)N(C(=O)NC(=O)NC1CCS(=O)(=O)C1)C1CCCCC1 (configuration not stated)	-2	5	-2.3	11	-3	-2.8	1	-10	-9	1
COc1cccc(/C=N/Nc2cc(N3CCOCC3)ncn2)c1O	1	6	-0.4	-6	-5	1.6	-2	-2	-9	-2
O=C(NCCC1=CCCCC1)C1COc2ccccc2O1 (configuration not stated)	11	33	0.0	nt	-14	-1.4	-4	-3	0	-1
CCN(c1ccc(C)cc1C)S(=O)(=O)c1nnc(NC(=O)C(C)(C)C)s1	-1	12	0.7	-1	10	-0.7	-4	-1	-15	2
O=c1[nH]c2cc3ccccc3cc2nc1C(F)(F)F	-3	16	-0.7	-1	-7	5.7	5	-4	-2	3
COc1cccc2c3c(c(=O)[nH]c12)CCC(C)(C)O3	0	2	-1.3	nt	11	-0.1	2	-2	-1	-1
Cc1ccc(SCc2nc(-c3ccccc3)no2)cc1	-6	-5	nt	-1	1	2.1	5	11	-5	-3
Following part:
SMILES	CAL PDZ FP-1	MITF act	CAL PDZ FP-2	Wnt bcat act	Rtt109 Vps75	CDK5 inh	cardiac RTF act	Tat export inh	dFosB act	V-ATPase pHluor
CCOC(=O)NC(C(F)(F)F)(C(F)(F)F)P(=O)(c1ccccc1)c1ccccc1	nt	-6	-1.2	nt	0	-0.3	1	10	4	3
CC1CCC(NC(=O)CC2Oc3ccccc3NC2=O)CC1 (configuration not stated)	-9	5	0.7	-4	-3	-0.8	-3	6	-3	0
Cc1ccc2nc(SCC(=O)Nc3ccc(F)c([N+](=O)[O-])c3)[nH]c2c1	-4	0	-1.6	nt	2	-0.5	-9	14	-1	-4
COC(CNC(=O)c1ccc(CS(=O)(=O)c2c(Cl)cccc2Cl)o1)OC	5	-1	0.7	0	3	-1.2	-2	-6	-1	-2
COc1ccccc1C(=O)NCC(=O)N/N=C(\C)Cc1ccccc1	-8	-9	-2.8	1	4	-1.5	-2	-3	7	-2
N#CC(=C1C=CC(=NO)C(Cl)=C1)c1ccc(Cl)cc1	-23	6	-2.2	-3	2	2.3	-6	-9	-12	3
CN(CCN1CCOCC1)Cc1nc(-c2cccs2)no1	nt	nt	0.2	-3	0	-2.1	8	-6	-4	-3
Cc1ccc(NC(=O)COc2coc(CN3CCc4ccccc4C3)cc2=O)cc1Cl	nt	-1	0.4	-3	5	-0.3	-13	3	0	12
Cc1ccc(S(=O)(=O)N2CCN(Cc3nc4sc5c(c4c(=O)[nH]3)CCCC5)CC2)cc1	nt	0	-0.4	-2	12	-1.7	-3	-4	10	-1
CC(C)(C)C(=O)CSc1nc2ccccc2o1	-1	51	-1.5	52*	-3	-2.8	-1	-10	6	6
CCCOC1CCCN(C(=O)c2cc(Cl)c(Cl)cc2C(=O)O)C1 (configuration not stated)	-2	2	-2.2	-5	3	3.6	4	-2	1	1
CCCn1c(SCC(=O)NC(C)(C)C)nnc1C(C)C	-1	0	-2.0	1	-12	0.9	-4	-5	-10	0
COc1cc(CC(=O)OCC(=O)NC(C)c2ccccc2)cc(OC)c1OC (configuration not stated)	-1	-1	-1.0	0	-2	-1.4	-2	2	-4	-3
CC1CCCC(NC(=O)COC(=O)COc2ccc(C#N)cc2)C1C (configuration not stated)	2	-11	0.2	-3	4	2.5	4	-5	-17	2
Cc1ccc2c(c1)cc1c(=O)n(CC(=O)NCCCc3ccccc3)nc(C)n12	-4	-3	-2.1	-1	1	-0.6	-4	-1	-5	3
c1ccc(CCCCN2CCN=C2Nc2ccccc2)cc1	-2	10	-0.7	-2	-3	1.3	8	2	3	3
O=C(C=Cc1ccccc1)c1c[nH]c2ccccc2c1=O	4	-47	-0.9	1	4	-2.8	10	7	2	-2
O=C(NNC(=O)C(O)c1ccccc1)NC1CCCCC1 (configuration not stated)	4	-14	-0.3	3	2	-0.5	-1	-3	4	3
N#CCC(=O)N/N=C/c1cccc(Oc2ccccc2)c1	2	2	-1.1	-3	-3	-0.2	5	13	-7	0
Cc1ccc(NC(=O)CCC(=O)N/N=C/c2ccco2)c(C)c1	-4	-12	0.0	nt	-1	-5.6	7	1	-5	0
COc1cc(C#N)c(NC(=O)CN2CCC(C(N)=O)CC2)cc1OC	-3	3	-1.5	-1	-6	-2.1	1	2	-8	-3
CC(C)(C)c1nn(-c2ccccc2)c2[nH]c(=O)c(CNc3ccc4c(c3)OCCO4)cc12	-3	-40	-1.0	nt	1	1.6	2	-7	1	-2

Screening data (PubChem BioAssay)

Random draw from the library; 4.1% or so of the library scored in one or more.
